Source: PubChem BioAssay
TCR CD3 inh = blocks the human TCR-CD3 interaction. inhibition, % at 9.4 µM. TAMRA-labeled TCR probe fluorescence, biochemical. 360,000 compounds, 0.37% hits. AID 651800; in the data active means inhibition above about 19%;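 further: recombinant mutant TCR 2C K166C tagged with TAMRA read by polarization; 0% = receptor in buffer alone and 100% = receptor with positive control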
LEDGF integ inh = blocks HIV-1 LEDGF/p75-dependent DNA integration; TR-FRET IN-LEDGF/p75 DNA integration, Eu/Cy5; inhibition, % at 3.7 µM; 370,000 compounds, 0.64% hits;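 active means inhibition above the screen-wide mean plus 3 SD, cut at about 13% in these data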;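 further: signal is the Cy5 over europium emission ratio at 671 and 618 nm; 0% = plate median of compound wells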
TDP2 absorb = TDP2 (human) inhibition, absorbance primary screen; AID 720702; O95551; 370,000 compounds, 0.34% hits; inhibition, % at 12.8 µM; recombinant TDP2, T5PNP hydrolysis, p-nitrophenol absorbance 415 nm;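 active means inhibition above the mean of all tested compounds plus 3 SD, set per campaign, cut at about 25% in these data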;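 further: 0% = DMSO with enzyme and 100% = buffer with substrate but no TDP2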
Target sequence (O95551 whole entry, looked up): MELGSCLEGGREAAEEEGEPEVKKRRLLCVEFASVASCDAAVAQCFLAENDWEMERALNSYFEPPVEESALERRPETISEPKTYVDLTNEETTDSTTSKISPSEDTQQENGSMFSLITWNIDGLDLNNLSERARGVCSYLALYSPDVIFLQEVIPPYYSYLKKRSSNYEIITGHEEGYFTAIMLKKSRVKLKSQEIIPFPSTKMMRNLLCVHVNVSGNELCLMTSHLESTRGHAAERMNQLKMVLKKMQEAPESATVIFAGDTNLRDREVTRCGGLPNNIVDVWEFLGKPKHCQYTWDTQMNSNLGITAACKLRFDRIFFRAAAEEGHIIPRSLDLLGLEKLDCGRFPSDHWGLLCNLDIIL
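test system = human TDP2 enzyme | input = TDP2 enzyme at 120 nM final | medium = 50 mM Tris-HCl pH 7.5 with Mg2+, KCl, DTT, BSA | also added = T5PNP substrate, 5 mM | times = 2 h at 37 °C | technique = epi absorbance | benchmarks = high control without enzyme, low control DMSO plus TDP2 | replication = each compound tested once, singlicate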
MBD2 DNA inh = inhibitors of human MBD2 binding to methylated oligonucleotide; TR-FRET; Q9UBB5; 370,000 compounds, 0.31% hits; inhibition, % at 4.4 µM; in the data active means inhibition above about 13%
KLK7 zymogen act = activators of human kallikrein-7 zymogen. P49862. purified proKLK7, EDANS-DABCYL substrate fluorescence; 100% is mature enzyme control, 0% vehicle. activation, % at 7 µM. 370,000 compounds, 0.9% hits. AID 652039;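 active means activation above the mean of all tested compounds plus 3 SD, computed per campaign excluding outliers beyond control limits, cut at about 13% in these data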
Tn7 DDE FP = disrupts Tn7 cyclic peptide binding to fibrin D-Dimer-E complex. inhibition, % at 8.3 µM. 370,000 compounds, 0.13% hits. FP displacement of FITC-Tn7 peptide from fibrin DD(E); 0% = median of compound wells per plate;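 active means inhibition above the mean of compounds falling within the control limits plus 3 SD of them, cut at about 14% in these data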;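 further: 0% = plate median of compound wells and 100% = 10 µM Aha-Tn7 peptide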
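system = human fibrin DD(E) protein | quantity = DD(E) 2 µM final | medium = Tris/NaCl/CaCl2 buffer, pH 7.8 | also added = labelled Tn7 tracer, 0.1 µM | compound dosing = single point at 8.3 µM | timing = compound with protein 10 min, then 3 h after probe, room temperature | signal = FP measurement | benchmarks = Aha-Tn7 high control | repeats = one replicate per compound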
DDE Tn6 FP inh = disrupts Tn6 cyclic peptide binding to fibrin D-Dimer-E complex | P02675 | Fibrin DD(E) TRITC-Tn6 fluorescence polarization displacement | inhibition, % at 8.3 µM | 370,000 compounds, 0.21% hits | AID 720509;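 active means inhibition above a per-campaign cutoff: mean of compounds within control limits plus 3 SD, cut at about 15% in these data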;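 further: 0% = median of all compound wells on the plate and 100% = blocking peptide control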
UHRF1 MBD2 ctr = UHRF1 methyl-DNA binding inhibition. Q96T88. UHRF1 binding to methylated oligo, TR-FRET. inhibition, % at 4.4 µM. 370,000 compounds, 0.75% hits. AID 687016; in the data active means inhibition above about 21%;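 further: UHRF1 SRA domain binding a hemimethylated CpG hairpin DNA probe; 0% = median of test compound wells and 100% = reference inhibitor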
SIAE inh = blocks human sialic acid acetylesterase. Q9HAT2. 370,000 compounds, 0.69% hits. SIAE FP-Rh probe binding, fluorescence polarization. inhibition, % at 9.66 µM;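 active means inhibition above a cutoff: mean of compounds within the control limits plus 3 SD of those, cut at about 17% in these data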;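 further: 0% = plate median of compound wells and 100% = probe without SIAE protein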
Target sequence (Q9HAT2 whole entry, looked up): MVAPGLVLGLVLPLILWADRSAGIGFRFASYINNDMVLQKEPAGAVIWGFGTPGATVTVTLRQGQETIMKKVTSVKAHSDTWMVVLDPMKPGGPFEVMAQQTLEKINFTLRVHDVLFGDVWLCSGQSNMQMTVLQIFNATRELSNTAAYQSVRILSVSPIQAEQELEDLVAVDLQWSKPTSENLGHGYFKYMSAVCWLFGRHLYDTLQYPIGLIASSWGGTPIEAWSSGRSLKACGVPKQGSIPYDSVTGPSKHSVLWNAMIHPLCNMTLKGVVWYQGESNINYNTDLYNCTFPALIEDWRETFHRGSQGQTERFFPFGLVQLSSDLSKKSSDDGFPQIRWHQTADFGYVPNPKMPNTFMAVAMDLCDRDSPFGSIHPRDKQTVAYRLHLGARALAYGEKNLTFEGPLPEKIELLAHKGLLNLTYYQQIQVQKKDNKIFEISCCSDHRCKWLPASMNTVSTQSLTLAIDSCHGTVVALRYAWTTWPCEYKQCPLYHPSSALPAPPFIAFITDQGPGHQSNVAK
PRMT1 inh = PRMT1 (human) inhibition, primary screen; recombinant PRMT1, activity-based probe fluorescence polarization; inhibition, % at 2.79 µM; 370,000 compounds, 1.3% hits; AID 652257;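 active means inhibition above about 21% made by adding two undisclosed values, limit read from the data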
Numbers without * were called inactive; · = no result given.

TCR CD3 inh,LEDGF integ inh,TDP2 absorb,MBD2 DNA inh,KLK7 zymogen act,Tn7 DDE FP,DDE Tn6 FP inh,UHRF1 MBD2 ctr,SIAE inh,PRMT1 inh,SMILES
4,1,5,1,0.2,6,7,-1,7,1,O=C(O)c1ccc2c(c1)C(=O)N(NC(=O)c1ccc(O)cc1)C2=O
-2,-5,-11,-1,-0.1,5,10,2,-1,1,CC1C(=O)C(C)C(c2ccco2)NC1c1ccco1 (stereo unspecified)
-4,0,-5,1,0.4,-1,8,-2,-3,4,O=C(CSc1cn[nH]n1)Nc1ccccc1C(=O)O
-4,0,3,-1,0.8,-1,-1,-2,-6,-1,Cc1ccc(S(=O)(=O)N2CCN(C(=O)NCc3ccc(C(=O)O)cc3)CC2)cc1
-5,9,-16,-3,0.2,-7,3,1,-9,-2,C=CC[C@H]1CC(C)=C[C@H](CC=C)N1C(=O)c1cc(COc2ccccc2SC)on1
6,0,2,-2,0.1,4,-3,-2,-13,0,CCC(C)(C(=O)NC1CCCCC1)N(C(=O)CNC(=O)c1ccccc1)c1c(C)n(C)n(-c2ccccc2)c1=O (stereo unspecified)
-14,1,-6,-3,-0.3,-5,2,-1,-14,-1,Cc1ccc(Cl)cc1Nc1nc(-c2sc(NC(=O)C(C)(C)C)nc2C)cs1
3,1,-6,-5,-1.1,2,0,-2,3,0,O=C(CSc1ncccn1)NCCc1ccccc1
·,4,0,8,-0.1,4,-1,9,7,2,O=C(CCc1ccccc1)N[C@H]1/C(=N/O)CCC[C@]12C(=O)N(Cc1ccccc1)c1ccccc12
-6,2,-23,-3,0.4,1,-3,-1,10,8,COc1cc(C2Nc3cc(C)c(C)cc3NC3=C2C(=O)CC(C)(C)C3)ccc1OC(C)=O (stereo unspecified)
-3,-2,3,1,0.3,1,-5,1,-1,7,CCn1cc(SCC(N)=O)c2ccccc21
-5,0,5,0,-0.6,-6,-1,-6,7,5,CCOc1ccc(N2C(=O)Cc3ccccc3C2=O)cc1
5,1,13,-6,0.9,3,1,-2,0,0,CCC(C(=O)NC(C)(C)C)N(C(=O)Cn1nnc(-c2cccs2)n1)c1cnc2ccccc2c1 (stereo unspecified)
0,0,13,9,-0.2,3,-3,2,3,11,COc1ccc(C/C(N)=N/OC(=O)Cc2ccc(OC)c(OC)c2)cc1
-2,-4,-2,-9,-0.1,8,12,-2,3,-1,CCC(Sc1nc2ccc(C)cc2[nH]1)C(=O)O (stereo unspecified)
3,-2,-12,-6,0.0,1,-6,0,-3,1,CCSc1nc2ccccc2n1CCC(=O)O
·,-3,-10,4,0.6,-2,0,2,-3,1,CCOC(=O)[C@]12CCCC=C1N(Cc1ccc(OC)cc1)C(=O)[C@@H]2CC(=O)NCC12CC3CC(CC(C3)C1)C2
7,0,3,-7,0.3,4,-3,1,27*,1,CC(C)Nc1nnc(SCC(=O)Nc2ccc3c(c2)C(=O)c2ccccc2C3=O)s1
4,0,-11,-3,0.0,0,-1,4,9,-5,COc1cccc(COC(=O)c2ccc3c(c2)NC(=O)C(C)S3)c1OC (stereo unspecified)
-1,-1,-11,-3,1.2,-5,-6,0,8,-9,COc1ccc(-c2csc3nc(C)nc(N4CCC(C)CC4)c23)cc1OC
-12,4,-3,-2,-1.1,-1,-1,5,3,6,CCNC(=O)C1(C)CCCN1C(=O)c1ccc(N(C)C)cc1 (stereo unspecified)
7,-3,-3,-6,-0.2,4,6,1,-2,1,Cc1ccc(N(CC(=O)N2CCCCC2)S(=O)(=O)c2ccc(C)cc2)cc1
3,-10,-3,-3,0.4,-3,-1,-3,19*,2,Cc1cccc(-c2c3c(=O)n(C)c(=O)n(C)c3cn2CC2CCCO2)c1 (stereo unspecified)
4,5,-2,-6,-0.4,-3,-5,-1,2,-2,CCOc1ccccc1C(=O)NC(C(=O)OCC(=O)NNC(=O)c1cccs1)C(C)C (stereo unspecified)
3,2,-21,-2,0.1,0,-2,0,-2,-6,O=C(Nc1ccc(S(=O)(=O)N2CCOCC2)cc1)c1ccc(=O)[nH]c1
-4,0,2,1,0.0,0,3,1,-5,-3,Cc1ccc(-c2csc3ncnc(N4CCN(S(=O)(=O)c5ccc(C#N)cc5)CC4)c23)cc1
3,3,-4,-3,0.5,-4,-2,-4,-3,-11,Clc1cccc(Nc2nc(-c3ccncc3)cs2)c1
10,2,-3,-5,0.1,-8,10,0,-4,1,CCOC(=O)CN1C(=O)NC2(CCCc3ccccc32)C1=O (stereo unspecified)
0,-3,5,-3,0.6,-6,8,-1,3,-1,COc1cc(C(F)(F)F)nc2c(Br)c(C(C)(C)C)nn12
4,-1,6,-3,-0.3,3,-2,-1,2,2,O=[N+]([O-])c1ccc(Cl)c(S(=O)(=O)Nc2ccc(-c3ccc(N4CCCC4)nn3)cc2)c1

Rewritten with tabs: two of the compounds above.
Compound	TCR CD3 inh	LEDGF integ inh	TDP2 absorb	MBD2 DNA inh	KLK7 zymogen act	Tn7 DDE FP	DDE Tn6 FP inh	UHRF1 MBD2 ctr	SIAE inh	PRMT1 inh
COc1cccc(COC(=O)c2ccc3c(c2)NC(=O)C(C)S3)c1OC (stereo unspecified)	4	0	-11	-3	0.0	0	-1	4	9	-5
COc1cc(C(F)(F)F)nc2c(Br)c(C(C)(C)C)nn12	0	-3	5	-3	0.6	-6	8	-1	3	-1

Some of the entries so far, tab-delimited:
canonical_smiles	TCR CD3 inh	LEDGF integ inh	TDP2 absorb	MBD2 DNA inh	KLK7 zymogen act	Tn7 DDE FP	DDE Tn6 FP inh	UHRF1 MBD2 ctr	SIAE inh	PRMT1 inh
O=C(O)c1ccc2c(c1)C(=O)N(NC(=O)c1ccc(O)cc1)C2=O	4	1	5	1	0.2	6	7	-1	7	1
CC1C(=O)C(C)C(c2ccco2)NC1c1ccco1 (stereo unspecified)	-2	-5	-11	-1	-0.1	5	10	2	-1	1
O=C(CSc1cn[nH]n1)Nc1ccccc1C(=O)O	-4	0	-5	1	0.4	-1	8	-2	-3	4
Cc1ccc(S(=O)(=O)N2CCN(C(=O)NCc3ccc(C(=O)O)cc3)CC2)cc1	-4	0	3	-1	0.8	-1	-1	-2	-6	-1
C=CC[C@H]1CC(C)=C[C@H](CC=C)N1C(=O)c1cc(COc2ccccc2SC)on1	-5	9	-16	-3	0.2	-7	3	1	-9	-2
CCC(C)(C(=O)NC1CCCCC1)N(C(=O)CNC(=O)c1ccccc1)c1c(C)n(C)n(-c2ccccc2)c1=O (stereo unspecified)	6	0	2	-2	0.1	4	-3	-2	-13	0
Cc1ccc(Cl)cc1Nc1nc(-c2sc(NC(=O)C(C)(C)C)nc2C)cs1	-14	1	-6	-3	-0.3	-5	2	-1	-14	-1
O=C(CSc1ncccn1)NCCc1ccccc1	3	1	-6	-5	-1.1	2	0	-2	3	0
O=C(CCc1ccccc1)N[C@H]1/C(=N/O)CCC[C@]12C(=O)N(Cc1ccccc1)c1ccccc12	·	4	0	8	-0.1	4	-1	9	7	2
COc1cc(C2Nc3cc(C)c(C)cc3NC3=C2C(=O)CC(C)(C)C3)ccc1OC(C)=O (stereo unspecified)	-6	2	-23	-3	0.4	1	-3	-1	10	8
CCn1cc(SCC(N)=O)c2ccccc21	-3	-2	3	1	0.3	1	-5	1	-1	7
CCOc1ccc(N2C(=O)Cc3ccccc3C2=O)cc1	-5	0	5	0	-0.6	-6	-1	-6	7	5
CCC(C(=O)NC(C)(C)C)N(C(=O)Cn1nnc(-c2cccs2)n1)c1cnc2ccccc2c1 (stereo unspecified)	5	1	13	-6	0.9	3	1	-2	0	0
COc1ccc(C/C(N)=N/OC(=O)Cc2ccc(OC)c(OC)c2)cc1	0	0	13	9	-0.2	3	-3	2	3	11

Going on with the list.
TCR CD3 inh,LEDGF integ inh,TDP2 absorb,MBD2 DNA inh,KLK7 zymogen act,Tn7 DDE FP,DDE Tn6 FP inh,UHRF1 MBD2 ctr,SIAE inh,PRMT1 inh,SMILES
1,0,-1,6,0.4,1,-1,2,5,4,O=C(c1ccc(-c2ccccc2Cl)o1)N1CCCCCCC1
6,0,-14,2,0.1,2,-6,2,-6,2,Cc1sc2ncnc(N(C)Cc3cccs3)c2c1C
2,0,3,-3,0.2,5,4,1,-7,0,COc1ccccc1NC(=O)CSc1n[nH]c(-c2ccco2)n1
-2,-1,2,1,1.1,-5,-5,-2,1,2,CC(Sc1ncnc2sc(-c3ccccc3)cc12)C(=O)N1CCNC1=O (stereo unspecified)
-2,0,1,0,-0.5,-2,3,-1,1,1,O=C(O)CCCCNCc1ccccc1
6,1,-2,-5,-0.3,-6,5,2,-4,-2,CC(=O)NCCn1c(SCC(=O)NCC2CCCO2)nc2ccccc2c1=O (stereo unspecified)
1,-4,13,-5,-3.6,-2,-9,-3,-32,1,Cc1ccc2nc(-c3ccc(NS(=O)(=O)c4c(C)n(C)c(=O)n(C)c4=O)cc3)sc2c1
7,-2,0,3,0.2,6,4,0,2,1,CCN(c1ccccc1)S(=O)(=O)c1cc2c(cc1C)NC(=O)CO2
8,3,0,6,0.3,4,0,-4,-1,-4,O=C1[C@@H](Oc2ccccc2)[C@@H](c2cccnc2)N1c1ccccc1
10,0,-1,3,-0.2,-2,-2,-1,16,-2,COc1ccc(NC(=O)CSc2nccn2Cc2ccccc2)cc1
1,-2,1,-3,0.4,1,5,1,3,-2,O=C(NCCCN1CCOCC1)c1cc(S(=O)(=O)N2CCOCC2)c(Cl)cc1Cl
9,-1,-6,1,0.8,4,-5,-1,1,2,O=C(COc1ncnc2ccccc12)NCCC1=CCCCC1
-4,2,0,-2,0.0,3,2,0,8,-2,Cc1ncc([N+](=O)[O-])n1CC(=O)N/N=C/c1ccc(F)cc1
-9,-4,-1,-1,-0.1,-2,-1,2,-5,-1,CC(C)CC1(C)NC(=O)N(CC(=O)Nc2ccc3c(c2)CCC3)C1=O (stereo unspecified)
6,-3,0,5,-0.3,-3,-9,0,2,-3,CC1CC(OCC(O)C[N+]2(C)CCOCC2)CC(C)(C)C1 (stereo unspecified)
-2,1,9,2,0.8,8,-2,1,-6,1,COc1ccc(C(C(=O)Nc2ccc(F)cc2)N(C(=O)Cn2nnc3ccccc32)C2CC2)cc1 (stereo unspecified)
7,5,0,-10,-2.3,7,6,0,21*,5,CCOc1c(Cl)cc(CNc2ccc(N3CCCC3)cc2)cc1OC
69*,-1,-8,4,0.1,-3,-18,2,-7,-2,Cc1ccc(-c2nn(-c3ccccc3)cc2C(=O)Nc2ccc(C)c(S(=O)(=O)N3CCOCC3)c2)cc1
2,4,-2,2,-0.1,-6,7,-3,0,-1,O=C1NCCCC1C(=O)N/N=C/c1cccc(Cl)c1 (stereo unspecified)
3,5,-10,-6,-0.2,-7,-11,0,5,-1,O=C(/C=C/c1c(Cl)cccc1Cl)NCCc1ccccc1
4,2,5,-5,-9.9,-3,-8,0,-3,1,O=c1cc(CN2CCN(c3ccc(Cl)c(Cl)c3)CC2)c2c(ccc3ccccc32)o1
-3,2,2,3,2.2,-4,1,-3,-1,-2,COc1ccc(C(=O)/C=C/c2ccc(O)cc2)c2c1CC(O)C(C)(C)O2 (stereo unspecified)
-10,-1,3,3,0.0,9,7,2,5,3,CN(Cc1ccco1)C(=O)c1cccc(S(=O)(=O)N2CCN(Cc3ccccc3)CC2)c1
